High-throughput results as filed in PubChem.
CRFBP-R2 agonist: agonists of CRF-BP/CRF-R2 complex, primary screen, cell-based, HEK293, calcium dye fluorescence, uHTS; CRF-binding protein / CRF receptor 2 complex (human); calcium dye fluorescence (FLIPR); percent of saturating CRF peptide response; activation, % at 13.2 µM; 0.46% of 350,000 active; AID 588473, 2011;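 active means activation of at least 50%, plus an integration ratio under a set limit after plate pattern correction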;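 further: plate controls were neutral control wells without compound for no effect and CRF at EC100 for full effect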
CRFR2-BP antag: antagonists of CRF-BP/CRF-R2 complex, primary screen, cell-based, HEK293, calcium dye fluorescence, uHTS. inhibition, % at 11.8 µM. 0.59% of 350,000 active. AID 588475, 2011. CRF-induced calcium fluorescence;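 active means inhibition of the ligand-induced calcium signal above about 50% at the single tested concentration, limit read from the data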
CHRM4 PAM: human M4 muscarinic receptor positive allosteric modulators, primary screen, CHO-K1 cells, Fluo-8 calcium fluorescence | 0.4% of 360,000 active | AID 624126, 2012 | Muscarinic acetylcholine receptor M4 (Homo sapiens), P08173 | activation, % at 3 µM | CHO-K1 hM4/Gqi5, ACh EC20; 0% = ACh EC20, 100% = maximal ACh;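 active means activation above its plate's cutoff, the mean activation of sample wells plus 3 SD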; further: some results filed as inactive read as strong as hits
Target sequence (P08173 whole entry, looked up): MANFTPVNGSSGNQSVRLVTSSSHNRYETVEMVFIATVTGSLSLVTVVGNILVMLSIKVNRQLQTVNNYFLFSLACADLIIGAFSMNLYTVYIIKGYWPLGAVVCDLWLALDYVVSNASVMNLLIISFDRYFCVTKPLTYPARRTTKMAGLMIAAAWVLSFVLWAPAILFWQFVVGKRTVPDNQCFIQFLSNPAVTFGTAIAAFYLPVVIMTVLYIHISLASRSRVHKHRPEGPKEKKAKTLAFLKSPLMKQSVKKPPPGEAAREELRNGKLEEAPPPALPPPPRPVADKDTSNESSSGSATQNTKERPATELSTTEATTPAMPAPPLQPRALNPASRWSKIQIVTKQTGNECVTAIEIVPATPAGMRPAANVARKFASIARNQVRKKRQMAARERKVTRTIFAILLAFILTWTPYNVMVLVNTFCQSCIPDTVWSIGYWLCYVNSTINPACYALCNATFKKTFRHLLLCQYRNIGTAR
MEKK3 PB1 HTS: modulators of MEKK3-MEK5 PB1 binding, primary screen, biochemical, wildtype MEKK3, multiplex bead flow cytometry, Alexa488-MEK5. Mitogen-activated protein kinase kinase kinase 3 (Homo sapiens), Q99759. bead-based flow cytometry, Alexa488-MEK5 binding to MEKK3; actives lie on both sides; 0 = blocked by unlabeled MEK5, 100 = vehicle. binding response (% of control), % at 10 µM. 1.4% of 290,000 active;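 active means binding response more than 3 SD above or below the average of its plate-row segment, actives on both sides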;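 further: Alexa488 bead fluorescence after subtracting the streptavidin-only scavenger bead signal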
IDE inh: human IDE inhibitors in live cells, primary screen, fluorescence polarization, HEK cells, FAbetaB substrate; inhibition, % at 5.59 µM; AID 434962, 2010; FAbetaB cleavage; 0.41% of 320,000 active;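 active means percent inhibition above the average of all tested compounds plus 3 SD, set per screening campaign, cut at about 16% in these data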;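 further: IDE supplied by intact live HEK cells; FP after avidin binding of uncleaved biotin substrate so inhibition keeps polarization high; 0% = DMSO wells and 100% = 60 µM reference IDE inhibitor Ii1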
IDE act: human IDE activators in live cells, primary screen, fluorescence polarization, HEK cells, FAbeta-B substrate | Insulin-degrading enzyme (Homo sapiens), P14735 | FAbeta-B cleavage; 0% vehicle, 100% cell-free pure enzyme wells | activation, % at 5.96 µM | 0.073% of 340,000 active | AID 493087, 2011;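 active means activation above the mean of all tested compounds plus 3 SD, set per screening campaign, cut at about 17% in these data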
GalR3 antag: GalR3 antagonists in HEK293 cells, primary screen, cell-based, fluorescence readout | Galanin receptor type 3 (Homo sapiens), O60755 | HEK293 GalR3-CNG cAMP membrane potential fluorescence; galR3 body fused to GalR1 C-terminus | inhibition, % at 3 µM | 0.44% of 360,000 active | AID 651719, 2012;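 active means inhibition above the screen-wide average plus 3 SD, cut at about 13% in these data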;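 further: forskolin and galanin both at EC90 stimulate the cells; cAMP rise reported by CNG channel membrane potential dye signal; 0% = forskolin plus galanin with DMSO and 100% = forskolin alone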
p-CIP stab down: p/CIP-EGFP fusion destabilizers, primary screen, fluorescence, F442A cells. AID 1984, 2009. decrease of EGFP signal, % at 10 µM. 0.01% of 290,000 active. 16 h;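 active means EGFP signal decrease of at least 30% at 10 µM or well 3 SD below plate mean, unless failing retest; inactive means the rest, including hits failing retest or dose response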; further: some compounds called inactive have numbers as strong as hits; many of its hits are not listed in these tables
PHOSPHO1 inh: PubChem AID 1565. Phosphoethanolamine/phosphocholine phosphatase (Homo sapiens), Q8TCT1. inhibition, % at 13.3 µM. 1.1% of 290,000 active. recombinant PHOSPHO1, absorbance phosphatase assay; in the data active means inhibition above about 60%
Target sequence (Q8TCT1 whole entry, looked up): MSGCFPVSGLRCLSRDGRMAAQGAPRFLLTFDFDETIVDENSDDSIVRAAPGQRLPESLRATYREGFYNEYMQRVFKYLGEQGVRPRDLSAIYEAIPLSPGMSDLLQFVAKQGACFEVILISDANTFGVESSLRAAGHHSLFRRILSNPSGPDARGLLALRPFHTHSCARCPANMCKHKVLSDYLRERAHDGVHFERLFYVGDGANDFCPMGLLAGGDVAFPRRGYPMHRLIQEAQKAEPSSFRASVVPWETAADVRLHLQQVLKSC
* hit, by the source's call; / = not tested or not shown. Compounds were not picked by outcome. Share with any hit: about 4.2%.

GalR3 antag	CHRM4 PAM	PHOSPHO1 inh	IDE act	IDE inh	CRFBP-R2 agonist	MEKK3 PB1 HTS	CRFR2-BP antag	p-CIP stab down	mol
3	-2	-10	5	1	46	96	-65	-6	CC(C)(C)c1ccc(C(=O)Nc2cccc3c(=O)[nH][nH]c(=O)c23)cc1
-4	1	/	6	/	0.4	/	0	/	COc1ccc(NC(=O)N(O)C2(C#N)CCCCC2)cc1
-1	16	28	8	-2	-0.8	100	12	-9	Cn1cnnc1SCC(=O)Nc1ccc(F)cc1F
3	7	5	-4	-2	-0.7	106	-37	-3	Cc1cccc(Cn2c(N(C)Cc3ccccc3)nc3c2c(=O)[nH]c(=O)n3C)c1
-5	-3	0	1	-21	-0.2	95	-29	-8	COC(=O)c1cccc(NC(=O)/C=C/c2ccc3c(c2)OCO3)c1
-6	-9	0	1	2	2.8	108	2	-18	CSc1ccccc1NC(=O)COC(=O)c1ccccc1Cc1ccccc1
-3	4	14	6	0	0.0	104	22	-3	C=CCOc1cccc(/C=N/NC(=O)C(OC)c2ccccc2)c1 (centres undefined)
1	-3	-14	-1	2	-0.5	104	-40	3	COC(=O)c1ccc(Oc2nc(N3CCCCC3)nc(N3CCOCC3)n2)cc1
-3	-1	0	-1	0	0.1	107	-6	30	O=C(Nc1cccc(-c2csc(Nc3ccc(Cl)cc3)n2)c1)c1cc([N+](=O)[O-])cc(C(F)(F)F)c1
-2	2	/	-2	6	0.3	/	2	/	Cc1cc(NC(=O)COC(=O)CCNS(=O)(=O)c2ccccc2)n(-c2ccccc2)n1
-7	-2	33	3	-7	-0.9	103	14	-7	COc1ccc2cc(C(N)=O)/c(=N\NC(=O)c3ccccc3)oc2c1
-2	-18	/	2	-3	0.7	/	-7	/	NC(=O)c1ccccc1NC(=O)C(c1ccccc1)c1ccccc1
-2	-1	/	5	2	1.3	/	-7	/	COc1ccc(C(=O)COC(=O)c2cc3ccccc3oc2=O)c(OC)c1
-1	1	-6	3	-3	0.1	99	-10	-4	COC(=O)c1cnc(Nc2cc(C)ccc2OC)c2ccccc12
-1	-4	-15	7	1	-3.2	100	5	-5	CCOCCCNC(=O)Cc1c(C(=O)O)[nH]c2ccc(Cl)cc12
-5	-4	9	3	0	1.2	109	2	-9	CCCCN(C)CCNC(=S)Nc1ccc2nc(N3CCN(CC)CC3)cc(C)c2c1
0	1	21	4	-4	-0.9	101	9	1	Cc1ccc(C(=O)NCc2ccncc2)cc1S(=O)(=O)N1CCOCC1
-7	6	-5	1	-1	-0.4	98	11	8	O=C(C[n+]1ccccc1)Nc1nc2ccccc2s1
0	-6	-25	2	1	-0.1	101	5	1	CC(=O)Nc1ccc(S(=O)(=O)Nc2ccc(N3CCOCC3)cc2)cc1
-9	-16	-9	6	-4	-1.3	100	-25	-3	Cc1ccc(C(C(=O)Nc2ccc3c(c2)OCO3)N(C)C(=O)/C=C\c2ccc3c(c2)OCO3)cc1 (centres undefined)

Reprinted at random: 5 records from the list.
GalR3 antag	CHRM4 PAM	PHOSPHO1 inh	IDE act	IDE inh	CRFBP-R2 agonist	MEKK3 PB1 HTS	CRFR2-BP antag	p-CIP stab down	mol
1	-3	-14	-1	2	-0.5	104	-40	3	COC(=O)c1ccc(Oc2nc(N3CCCCC3)nc(N3CCOCC3)n2)cc1
-3	4	14	6	0	0.0	104	22	-3	C=CCOc1cccc(/C=N/NC(=O)C(OC)c2ccccc2)c1 (centres undefined)
-2	-1	/	5	2	1.3	/	-7	/	COc1ccc(C(=O)COC(=O)c2cc3ccccc3oc2=O)c(OC)c1
-5	-4	9	3	0	1.2	109	2	-9	CCCCN(C)CCNC(=S)Nc1ccc2nc(N3CCN(CC)CC3)cc(C)c2c1
-1	-4	-15	7	1	-3.2	100	5	-5	CCOCCCNC(=O)Cc1c(C(=O)O)[nH]c2ccc(Cl)cc12

(cont.)
GalR3 antag	CHRM4 PAM	PHOSPHO1 inh	IDE act	IDE inh	CRFBP-R2 agonist	MEKK3 PB1 HTS	CRFR2-BP antag	p-CIP stab down	mol
-5	4	9	3	-9	1.8	101	-12	-10	CCOCCCN1C(=O)CN(C2CCCCC2)C(=O)C1c1ccc(OC)c(OC)c1 (centres undefined)
-11	-10	/	1	/	6.2	/	-63	/	CN1CCC(OC(c2ccccc2)c2ccc(Cl)cc2)C1 (centres undefined)
-3	4	-76	7	-2	-0.8	98	0	-17	O=C(CN(C(=O)CCC(=O)Nc1nccs1)c1ccccc1F)NCc1ccc2c(c1)OCO2
2	-6	40	-3	-5	1.4	105	-4	-2	COC(=O)c1ccccc1NC(=O)CSc1n[nH]c(-c2cccnc2)n1
3	-1	/	-2	/	3.3	/	-6	/	CC(Cc1ccccc1)N1CCCC1=O (centres undefined)
1	-2	/	4	-4	-0.5	/	5	/	N#Cc1ccccc1S(=O)(=O)N1CCN(C(=O)c2ccc(-n3cncn3)c([N+](=O)[O-])c2)CC1
-8	-2	/	0	-3	0.2	106	1	-11	O=C(Nc1ccc(Cl)c([N+](=O)[O-])c1)c1ccco1
-4	-9	-16	-1	6	1.4	107	-11	0	CCOc1cc(/C=N/NC(=O)c2c(-c3ccccc3)noc2C)ccc1O
-1	5	-41	2	-6	-3.3	100	-8	-1	O=C(O)CCCC(=O)Nc1ccc(C(=O)N2CCCCC2)cc1
-3	10	1	-8	9	-0.9	109	0	-5	COCc1[nH]nc2c1C(c1cc(OC)c(O)c(OC)c1)C(C#N)=C(N)O2 (centres undefined)
12	-1	42	2	0	-0.2	89	-14	0	COc1ccc(OC)c(NC(=O)C2CCCN2C(=O)OCc2ccccc2)c1 (centres undefined)
-3	8	-7	6	4	-1.6	95	-48	-4	Cc1cccc(Nc2nc(N)c([N+](=O)[O-])c(N3CCC(C)CC3)n2)c1
5	7	/	/	/	4.5	/	12	/	c1cnc(NCCSSCCNc2ncccn2)nc1
-6	2	92*	6	-4	-0.5	94	-2	-1	Cn1cccc1CC(=O)NNC(=S)NC(=O)c1ccc(F)cc1
-3	0	-6	1	-1	-2.0	72	20	-18	O=C(Nc1ccccc1N1CCCC1)c1cccnc1Cl
-2	2	/	-1	3	2.6	/	4	/	CC1CN(S(=O)(=O)c2cccc(C(=O)NCCc3ccc(S(N)(=O)=O)cc3)c2)CC(C)O1 (centres undefined)
-6	-3	37	-2	-3	1.4	106	-3	-51	CC(C)(C)c1ccc(C(=O)NC(=S)NCc2ccco2)cc1
-2	-8	-1	2	1	-1.6	102	6	-10	CCOc1ncccc1C(=O)OCC(=O)Nc1c(C)cc(C)cc1C
-1	-5	49	-4	2	-1.1	104	-4	-7	COC(=O)CN1C(=S)N(c2ccc(F)cc2)C(=O)C1CC(=O)Nc1ccc(F)cc1 (centres undefined)
-7	2	/	0	-3	3.1	/	9	/	CS(=O)(=O)c1ccc(-c2nnc(NC(=O)C3=COCCO3)o2)cc1
-8	2	42	2	5	0.1	100	3	-8	Cc1ccc(C(=O)Nc2ccc(NC(=O)c3cccs3)cc2)c(C)c1
-8	8	3	1	0	-0.5	101	4	1	CC(=O)Nc1ccc(S(=O)(=O)N2CCN(c3ncccn3)CC2)cc1
-2	7	52	-2	-2	0.4	102	1	6	CN(C)C(=O)NC(NC(=S)Nc1ccccc1)C(Cl)(Cl)Cl (centres undefined)
1	-1	20	4	-3	-1.8	105	5	-20	COc1cccc2c1c(NC(=O)Nc1ccc(F)cc1F)nn2C
0	-4	0	8	-1	-2.2	114	-3	-14	CN1CCN(C(=O)C2(NC(=O)Nc3cccc(F)c3)CCCCC2)CC1
-3	1	/	3	3	-0.5	/	-2	/	Cc1ccccc1N1CC(C(=O)N2CCCCCC2)CC1=O (centres undefined)
-4	-6	/	1	/	-1.2	/	60*	/	COc1ccc(CNC(=O)CN2CCN(S(=O)(=O)c3cc(Br)ccc3Br)CC2)cc1OC
-11	0	/	-1	-5	0.8	99	9	-1	CSc1c(CC(=O)NCCCO)n(Cc2ccccc2)c2ccccc12
-3	/	-65	/	/	22	108	-22	-8	CC(=O)c1ccc(N2C(=O)C3C(C2=O)C(C(=O)c2ccc(Cl)cc2)N2CCCC32)cc1 (centres undefined)
0	-4	14	8	-1	-0.3	100	-2	-14	CCC(C)[C@H](NC(=O)C1CC(=O)N(c2ccc3c(c2)OCCO3)C1)C(=O)NC1CCCC1 (some centres undefined)
-3	1	11	3	-4	-1.8	100	-2	0	COCCCNC(=O)CC(NS(=O)(=O)c1ccc(C)cc1)c1ccc(OC)cc1 (centres undefined)
-8	0	/	0	/	-0.7	/	4	/	N=c1c(S(=O)(=O)c2ccccc2)cc2c(=O)n3ccccc3nc2n1C1CCCCC1
-3	1	/	4	/	-4.8	/	-4	/	Brc1ccc2ncc3ccccc3c2c1
-7	-1	27	2	4	-1.6	90	31	-5	CCC(c1nnnn1Cc1ccc2c(c1)OCO2)N1CCN(c2ccc(OC)cc2)CC1 (centres undefined)
-8	3	24	-3	-1	-1.6	102	12	-3	COc1ccc(OC)c(CCNC(=O)CN2C(=O)COc3ccc(S(=O)(=O)N4CCOCC4)cc32)c1
-4	1	/	-2	0	1.6	/	2	/	COc1ccc(NC(=O)CSCC(=O)Nc2ccc(S(=O)(=O)N3CCOCC3)cc2)cc1
-7	6	31	-2	1	-0.2	102	0	-12	Cc1ccccc1N(CC(=O)NC1CCCCC1)C(=O)c1csnn1
-3	-4	42	3	-1	-0.8	97	12	-10	COc1ccc(S(=O)(=O)N2CCOCC2)cc1Br
